K1F lysis inhibition: protection from phage-mediated lysis, alamar blue read-out – E. coli UTI89, K1F phage, bacterial capsule biogenesis inhibitors (AID 488966). E. coli UTI89 K1F phage lysis, alamar blue, 2 h; higher % means a stronger effect. one-dose inhibition, % at 100 µM; IC50 in µM for titrated hits. 340,000 compounds, 0.02% hits;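 active = phage lysis inhibition, versus mean bacterial control, above a set limit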;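 also: capsule biogenesis inhibitors block K1F phage lysis so surviving cells raise fluorescence; higher fluorescence means more inhibition of phage lysis; actives were called in the ten point dose series up to 300 µM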
Starred values were filed as active, the others as inactive; [ ] = remark or other dose. This is a subset. The share of hits here may be higher or lower than overall.

Sample of the layout (3 entries):
COc1ccc(-c2noc(CCCCC(=O)N3CCN(c4cc(C)ccc4C)CC3)n2)cc1 was read as K1F lysis inhibition 0.1%.
Screening Cc1cc(S(=O)(=O)NCc2cccnc2)ccc1F returned K1F lysis inhibition 0.1%.
`Cc1cc(C)cc(-n2c(=O)c3ccccc3n(CC(=O)NCC3CCCO3)c2=O)c1` (stereo not given) gave K1F lysis inhibition 0.3%.

Main list, repeating the preview:
COc1ccc(-c2noc(CCCCC(=O)N3CCN(c4cc(C)ccc4C)CC3)n2)cc1 was read as K1F lysis inhibition 0.1%.
Screening Cc1cc(S(=O)(=O)NCc2cccnc2)ccc1F returned K1F lysis inhibition 0.1%.
`Cc1cc(C)cc(-n2c(=O)c3ccccc3n(CC(=O)NCC3CCCO3)c2=O)c1` (stereo not given) gave K1F lysis inhibition 0.3%.
For CCN1C(=O)[C@H]2[C@@H](c3ccc(C)cc3)N3C(=O)N(c4cccc(Br)c4)C(=O)[C@@]3(CC(C)C)[C@H]2C1=O the results were K1F lysis inhibition 0.6%.
`COc1ccc(N/C(N)=N/c2nc(C)c(Cc3ccccc3)c(=O)[nH]2)cc1` gave K1F lysis inhibition 0.3%.
For C/C(=N\NC(=O)c1c(Cl)c(C)nn1C)c1ccc(NC(=O)C2CCC2)cc1 the results were K1F lysis inhibition 0.1%.
For COc1ccc2ccccc2c1/C=N/NC(=O)c1nnn(-c2nonc2N)c1C(C)C the results were K1F lysis inhibition -0.4%.
`COc1cccc(OCc2cc(C(=O)N(C)C3CC(C)(C)NC(C)(C)C3)no2)c1` gave K1F lysis inhibition 6.0%.
CCCCOCCO was read as K1F lysis inhibition -0.3%.
`CCCCN1CC(COCc2ccccc2)Oc2cccc(NCc3ccc(OC)cc3)c2S1(=O)=O` (stereo not given) gave K1F lysis inhibition -0.1%.
C[C@H]1CN=C(N(C)C)N1CCCCc1ccccc1 was read as K1F lysis inhibition 3.9%.
Screening CS(=O)(=O)c1ccc(Cl)c(NC(=O)c2cc(S(=O)(=O)N3CCOCC3)ccc2N2CCCC2)c1 returned K1F lysis inhibition 0.8%[50 µM].

Entries from the list above with four or more nitrogen atoms, in the order listed:
COc1ccc(-c2noc(CCCCC(=O)N3CCN(c4cc(C)ccc4C)CC3)n2)cc1 was read as K1F lysis inhibition 0.1%.
`COc1ccc(N/C(N)=N/c2nc(C)c(Cc3ccccc3)c(=O)[nH]2)cc1` gave K1F lysis inhibition 0.3%.
For C/C(=N\NC(=O)c1c(Cl)c(C)nn1C)c1ccc(NC(=O)C2CCC2)cc1 the results were K1F lysis inhibition 0.1%.
For COc1ccc2ccccc2c1/C=N/NC(=O)c1nnn(-c2nonc2N)c1C(C)C the results were K1F lysis inhibition -0.4%.

The list goes on.
For COc1ccc(-c2csc3ncnc(N4CCN(S(=O)(=O)c5ccc(C)c(C)c5)CC4)c23)cc1 the results were K1F lysis inhibition 1.3%[50 µM].
`CC(=O)c1ccccc1NC(=O)COC(=O)c1cc[n+]([O-])cc1` gave K1F lysis inhibition 3.5%.
Screening C#C[C@]1(OC(C)=O)CCC2C3CCC4=CC(=O)CC[C@@H]4C3CC[C@@]21C (stereo not given in full) returned K1F lysis inhibition 3.0%.
For CCCc1nc2nc(C)c(NS(=O)(=O)c3ccc(C(C)(C)C)cc3)c(=O)n2[nH]1 the results were K1F lysis inhibition -0.1%.
O=S(=O)(Nc1ccccc1)c1ccc(-c2cnc(C3CC3)o2)cc1 was read as K1F lysis inhibition -0.6%.
Fc1ccc(NC(=S)Nc2cccc3ccccc23)cc1F was read as K1F lysis inhibition 0.1%.
Screening CC1(C)S[C@@H]2[C@H](NC(=O)C(NC(=O)N3CCNC3=O)c3ccccc3)C(=O)N2[C@H]1C(=O)O (stereo not given in full) returned K1F lysis inhibition 0.3%.
`COc1cc2c(cc1OC)CN(C(=O)C1CCN(S(=O)(=O)c3ccccc3F)CC1)CC2` gave K1F lysis inhibition 0.2%.
`O=C(NCC(c1ccco1)N1CCc2ccccc21)c1cccc(F)c1` (stereo not given) gave K1F lysis inhibition -2.2%.
CCN1C(=O)[C@H]2[C@@H](c3ccc(C)cc3)N3C(=O)N(c4cccc(Br)c4)C(=O)[C@@]3(CC)[C@H]2C1=O was read as K1F lysis inhibition 1.1%.
`O=C(N/N=C/c1cccc(O)c1)N/N=C/c1cccc(O)c1` gave K1F lysis inhibition -0.1%.
Screening COc1ccccc1C(=O)Nc1ccc(S(=O)(=O)N2CCCCC2)cc1 returned K1F lysis inhibition 0.0%.
Screening Cc1c(C(=O)Nc2nccs2)oc2ccc(F)cc12 returned K1F lysis inhibition 0.4%[50 µM].
Screening COc1ccc(/C=C/C(=O)OCC(=O)N(C)c2c(N)n(Cc3ccccc3)c(=O)[nH]c2=O)cc1OC returned K1F lysis inhibition 0.7%[50 µM].
For COCCN(C(=O)c1snc(C(N)=O)c1N)C(C(=O)NC1CCCCC1)c1ccc(F)cc1 (stereo not given) the results were K1F lysis inhibition 0.8%.
For Cc1ccc(C)c(N2CCN(C3CCCCC3NS(=O)(=O)c3ccccc3)CC2)c1 (stereo not given) the results were K1F lysis inhibition 0.3%.
`CC[C@H](C)[C@@H](CN[C@H](CCCCNC)CNC)NCC1CCCC1` gave K1F lysis inhibition 1.7%.
For Cc1ccccc1C(=O)N1N=C(c2cccc(NS(C)(=O)=O)c2)CC1c1cccs1 (stereo not given) the results were K1F lysis inhibition 0.2%.
For Cc1ccc(C)c(S(=O)(=O)N2CCN(C(=O)c3ccccc3Cc3ccccc3)CC2)c1 the results were K1F lysis inhibition 0.9%[50 µM].
`O=C(CCc1c[nH]c2ccccc12)NCCc1ccc(O)cc1` gave K1F lysis inhibition 0.2%.
For CN1CCC(N(C)C(=O)c2cc(-c3ccccc3Cl)nc3ccccc23)CC1 the results were K1F lysis inhibition 0.7%[50 µM].
`CC(=O)NC1CC2CCCC(C1)N2C(=O)Nc1cccc(C(C)=O)c1` (stereo not given) gave K1F lysis inhibition -0.6%.
Screening COC(=O)c1c(NC(=O)CN2C(=O)C(=O)N(C(C)C)C2=O)sc(C)c1C returned K1F lysis inhibition 0.5%[50 µM].
`CN(C)S(=O)(=O)c1ccc(N2CCCC2)c(C(=O)NCC2CCCO2)c1` (stereo not given) gave K1F lysis inhibition 1.0%[50 µM].
For CCOC(=O)c1c(C)[nH]c(C)c1C(=O)COC(=O)/C=C/c1ccco1 the results were K1F lysis inhibition -0.2%[50 µM].
Screening CC(C)N(Cc1ccccc1)C(=O)CN1C(=O)c2ccccc2C1=O returned K1F lysis inhibition 1.3%.
Nc1cc(SCc2ccc(Cl)cc2Cl)ncn1 was read as K1F lysis inhibition -1.6%.
CCOC(=O)N1CCN(S(=O)(=O)CCNC(=O)c2cccc(OC)c2)CC1 was read as K1F lysis inhibition 0.6%[50 µM].
Cc1ccc(C)c2sc(NC(=O)C3CC3)nc12 was read as K1F lysis inhibition 0.8%.
`CCCNC(=O)c1ccc2c(c1)nc(C)n2-c1cccc(Cl)c1` gave K1F lysis inhibition 0.0%.
Screening COC(=O)N1C(=O)[C@](CC(C)C)(c2ccccc2)N1C(=O)OC returned K1F lysis inhibition 0.1%.
CCOc1ccc(C(=O)OCC(=O)Nc2ccc3c(c2)OCCO3)cc1OC was read as K1F lysis inhibition 0.5%[50 µM].
For CCN(Cc1ccccc1)C(=O)c1ccc(N(C)S(=O)(=O)c2ccc(C)cc2)cc1 the results were K1F lysis inhibition -0.9%[50 µM].
For Cn1c(C(=O)N2CCC(C(=O)NCc3ccccc3)CC2)cc2sccc21 the results were K1F lysis inhibition 0.9%.
`CC1Sc2ccc(S(=O)(=O)N3CCC(C(=O)Nc4cccc(Cl)c4)CC3)cc2NC1=O` (stereo not given) gave K1F lysis inhibition -1.3%.
`COc1cc(OC)c(C(=O)NNC(=O)c2ccccc2-n2cccc2)cc1OC` gave K1F lysis inhibition 0.2%[50 µM].
For CCOC(=O)c1c(C)[nH]c(C)c1C(=O)COC(=O)CSc1ccc(C)cc1 the results were K1F lysis inhibition -0.7%[50 µM].
`COc1ccc(C(=O)NN=C2CCCC2)cc1OC` gave K1F lysis inhibition 2.3%[50 µM].
CC(=O)Nc1ccc(S(=O)(=O)N[C@@H](C)C(=O)NC2CCCc3ccccc32)cc1 (stereo not given in full) was read as K1F lysis inhibition 0.6%[50 µM].
`Cc1ccc(CNC(=O)CCC(=O)Nc2nnc(C)s2)cc1` gave K1F lysis inhibition 0.4%.
Cn1cnc2c(ncn2C2OC(CO)C(O)C2O)c1=S (stereo not given) was read as K1F lysis inhibition -2.5%.
Screening COc1ccc(F)cc1S(=O)(=O)Nc1cc2c3c(c1)CCN3C(=O)CC2 returned K1F lysis inhibition 2.6%[50 µM].
`COc1ccc2c(c1)C(=O)Cc1ccccc1O2` gave K1F lysis inhibition -1.4%.
Screening C#CCNC(=O)C1=C[C@H](C)C[C@H](OCc2ccc(CO)cc2)O1 returned K1F lysis inhibition 1.2%.
For O=C(CSc1nnc(CNC(=O)c2c(F)cccc2F)o1)NCc1ccco1 the results were K1F lysis inhibition 0.3%.
`COc1ccc(NS(=O)(=O)c2ccc3c(c2)CCC(=O)N3)cc1O` gave K1F lysis inhibition 0.2%[50 µM].
O=C(COC(=O)c1cc2ccccc2oc1=O)Nc1cccc(Br)c1 was read as K1F lysis inhibition 0.8%[50 µM].
Screening CC(C)c1ccc(NC(=O)CN2C(=O)NC(Cc3c[nH]c4ccccc34)C2=O)cc1 (stereo not given) returned K1F lysis inhibition -0.5%[50 µM].
For COc1ccccc1-n1nnnc1SCC(=O)Nc1oc(C)c2c(C)n[nH]c(=O)c12 the results were K1F lysis inhibition 1.4%[50 µM].
Screening Cc1ccc(N(CC(=O)NCCc2ccccc2)C(=O)CCC(=O)Nc2cc(C)ccn2)cc1 returned K1F lysis inhibition 0.1%.
Cc1ccc(NC(=O)COC(=O)c2ccc(OC(F)F)cc2)cc1S(=O)(=O)N1CCCCC1 was read as K1F lysis inhibition 0.2%[50 µM].
`CCOc1ccc(NC(=O)NCCN2CCN(c3cccc(C)c3C)CC2)cc1` gave K1F lysis inhibition 0.2%.
Screening O=C(O)C1=NN(c2ccccc2)C(=O)CC1 returned K1F lysis inhibition -0.8%.
`COc1ccc2[nH]c3c(c2c1)CCN1C(=O)C(CC(=O)NC(C)(C)C)C[C@H](C(=O)N2CCOCC2)[C@@]31CCC1CCCC1` (stereo not given in full) gave K1F lysis inhibition 0.3%.
For O=C(CN(C(=O)CNC(=O)c1cccs1)c1ccccc1F)NC1CCCCC1 the results were K1F lysis inhibition -0.1%.
CCOC(=O)C[C@H]1c2ccc(C(F)(F)F)cc2S(=O)(=O)N1Cc1ccccc1 was read as K1F lysis inhibition -0.7%.
COc1ccc(C2NC(=O)NC3=C2C(=O)CCC3)cc1 (stereo not given) was read as K1F lysis inhibition 0.0%.
Screening Cc1ccc2[nH]cc(/C=C/c3cc[n+](C)cc3)c2c1 returned K1F lysis inhibition -0.9%[50 µM].
Cc1ccc(-c2noc(CCC(=O)NCc3ccccc3CN3CCOCC3)n2)cc1 was read as K1F lysis inhibition 0.5%[50 µM].
O=S(=O)(CCN1CCN(c2ccccc2O)CC1)c1cc(Cl)ccc1Cl was read as K1F lysis inhibition 0.2%[50 µM].
Cc1ccc(CNC(=O)c2ccc(N3CCC4(CC3)CC(c3ccccc3)=NO4)c(N)c2)cc1 was read as K1F lysis inhibition 1.0%.
`COc1cc2ccccc2cc1C(=O)NC1CCC(C)CC1` (stereo not given) gave K1F lysis inhibition 0.8%[50 µM].
COc1cc(/C=C/C2=NNC(=O)CC2)cc(OC)c1OC was read as K1F lysis inhibition 0.1%.
`Cc1ccccc1C(=O)NCCCNC(=O)c1cnccn1` gave K1F lysis inhibition 0.2%.
`O=C(NCc1ccccc1CN1CCCC1)c1cccc(N2CCCC2=O)c1` gave K1F lysis inhibition 0.5%[50 µM].
For O=C(N/N=C/c1ccc([N+](=O)[O-])o1)c1ccc2c(c1)OCO2 the results were K1F lysis inhibition -2.1%[50 µM].
For CC(=O)NC12CC3CC(C1)CC(C(=O)Nc1ccc(C)c(S(=O)(=O)N4CCCCCC4)c1)(C3)C2 the results were K1F lysis inhibition 0.1%[50 µM].
Screening Cc1nnc(SCC(=O)N(C2CCCCC2)C2CCS(=O)(=O)C2)n1N (stereo not given) returned K1F lysis inhibition -0.1%[50 µM].
`CCCn1c(SCC(=O)NC2CCCC2)nnc1-c1cccnc1` gave K1F lysis inhibition -0.3%.
For CN(C(=O)CSc1nnc(-c2ccco2)n1C)C1CCCCC1 the results were K1F lysis inhibition 0.0%[50 µM].
`COc1ccc(N2CCN(C(=O)CCc3nnc4ccc(N5CCC(C)CC5)nn34)CC2)cc1` gave K1F lysis inhibition 0.3%.
Screening Cc1ccsc1C(=O)N1CCCC(CO)(Cc2ccccc2)C1 (stereo not given) returned K1F lysis inhibition -0.4%.
For CN(CC1CCCN(CCc2ccccc2F)C1)C(=O)c1ccoc1 (stereo not given) the results were K1F lysis inhibition 0.2%.
For Cc1ccc(S(=O)(=O)Nc2ccccc2C(=O)N2CCCCC2)cc1 the results were K1F lysis inhibition 2.5%[50 µM].
O=C(Nc1ccccc1C(=O)N1CCCC1)c1ccc(Cl)cc1Cl was read as K1F lysis inhibition 0.2%.
O=C(NCc1ccc(F)cc1)C1CCCN1S(=O)(=O)c1cccc2nsnc12 (stereo not given) was read as K1F lysis inhibition 0.5%.
Screening CC(C)c1ccc(S(=O)(=O)c2nnn3c2nc(NCC2CCCO2)c2ccccc23)cc1 (stereo not given) returned K1F lysis inhibition 0.1%.
Screening Cc1cc(Cl)c(C)c(S(=O)(=O)Oc2ccccc2NC(=O)CCC(=O)O)c1Cl returned K1F lysis inhibition 0.3%[50 µM].
Screening O=C(Nc1ccccc1C(=O)NC1CC1)c1ccc([N+](=O)[O-])o1 returned K1F lysis inhibition -0.5%[50 µM].
`C/C(=N\NC(=O)c1ccccc1)C1C2C=CC(C2)C1(C)C` (stereo not given) gave K1F lysis inhibition -0.1%.
For O=C(Cc1ccccc1F)Nc1cc(S(=O)(=O)N2CCCC2)ccc1Cl the results were K1F lysis inhibition 0.7%[50 µM].
Screening COc1cccc(NC(=O)CN(C)C(=O)Cc2n[nH]c(=O)c3ccccc23)c1 returned K1F lysis inhibition 0.6%[50 µM].
`O=C(Nc1cccc(-c2ccc(N3CCCCC3)nn2)c1)C(F)(F)F` gave K1F lysis inhibition 1.5%.
